POLI inh: DNA polymerase iota (human) inhibition. actives 1% (n = 390,000). Pol iota fluorescent replication assay, 10 min. Potency, µM (series often up to 115 µM), inactives show top-dose activity, negative = inhibition, usual class: inhibitors. AID 588590
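Fluorescent replication assay read twice, at 0 min and 10 min after adding 50 nM (final) substrate. Enzyme (10 nM) and compounds were first incubated 15 min at room temperature; enzyme-free buffer wells were negative controls.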
G9a block: blocks human histone lysine methyltransferase G9a. Potency, µM (series often up to 102 µM), without a hit: at the highest dose activity, negative = inhibition, actives largely listed as inhibitors. AID 504332. actives 8.8% (n = 350,000). G9a H3K9 monomethylation, AlphaScreen, 2 h; further: on the % scale 0 is the no-effect control and ±100 the full control effect; nearly all actives have a fitted effect of over 75% in size
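G9a (20 nM) was preincubated 15 min with compound, then reacted 2 h at room temperature with 500 nM biotin-H3K9 peptide and 20 µM SAM. Monomethyl-H3K9 detected by AlphaScreen using anti-H3K9me1 antibody.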
JMJD2A Tudor inh: JMJD2A Tudor domain (human) inhibition. actives 4.4% (n = 390,000). AlphaScreen JMJD2A-Tudor / H3K4me3 peptide binding. Potency, µM (doses to about 114 µM), for the others: at the highest dose activity change, negative = inhibition, hits mostly inhibitors. O75164; further: on the % scale 0 is the no-effect control and ±100 the full control effect; nearly all actives have a fitted effect of over 50% in size
GLS inh: inhibitors of human glutaminase (GLS); actives 0.21% (n = 410,000); AID 624170; O94925; Potency, µM (highest dose often 45.5 µM), without a hit: top-dose activity change, negative = inhibition, hits mostly inhibitors; GLS enzymatic activity, qHTS titration; further: on the % scale 0 is the no-effect control and ±100 the full control effect
Target sequence (O94925 whole entry, looked up): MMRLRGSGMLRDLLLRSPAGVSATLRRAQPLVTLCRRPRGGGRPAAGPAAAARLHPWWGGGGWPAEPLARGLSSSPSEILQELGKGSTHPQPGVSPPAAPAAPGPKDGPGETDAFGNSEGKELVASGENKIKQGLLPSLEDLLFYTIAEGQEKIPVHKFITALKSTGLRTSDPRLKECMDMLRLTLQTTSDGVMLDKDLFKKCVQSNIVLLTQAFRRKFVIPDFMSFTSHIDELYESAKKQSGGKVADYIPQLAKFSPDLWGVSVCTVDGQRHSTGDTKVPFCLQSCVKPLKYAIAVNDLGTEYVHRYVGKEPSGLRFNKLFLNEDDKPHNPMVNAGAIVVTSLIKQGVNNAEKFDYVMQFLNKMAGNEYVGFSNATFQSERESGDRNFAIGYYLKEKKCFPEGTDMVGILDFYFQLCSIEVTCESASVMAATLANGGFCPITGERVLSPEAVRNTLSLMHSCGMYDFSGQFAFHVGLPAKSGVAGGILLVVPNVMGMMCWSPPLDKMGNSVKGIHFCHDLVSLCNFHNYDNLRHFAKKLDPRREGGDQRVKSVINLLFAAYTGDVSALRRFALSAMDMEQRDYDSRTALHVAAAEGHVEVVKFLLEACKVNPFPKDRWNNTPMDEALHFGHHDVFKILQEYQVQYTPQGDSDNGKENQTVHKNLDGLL
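Assay buffer: 45 mM KH2PO4 pH 8.2, 0.02% Tween-20. hKGA acts on L-glutamine (1 mM solution added); product glutamate is reported by an oxidase/peroxidase Amplex Red coupling, with fluorescence taken at baseline and 30 min.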
BAZ2B block: blocks human BAZ2B; AlphaScreen BAZ2B-H3K14Ac peptide displacement; Potency, µM (titrated, usually from 114 µM), inactives show at the top dose activity change, negative = inhibition, most hits filed as inhibitors; actives 4.4% (n = 360,000); AID 504333; further: on the % scale 0 is the no-effect control and ±100 the full control effect; nearly all actives have a fitted effect of over 60% in size
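In this displacement format the biotinylated H3(5-23) peptide acetylated at Lys14 serves as ligand at 50 nM, with BAZ2B at 50 nM in PBS pH 7.4 containing 0.01% Tween-20. Donor and acceptor beads are 10 ug/mL final.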
Tb PGK inh: inhibitors of T. brucei phosphoglycerate kinase | P07378 | PGK/GAPDH coupled, Kinase-Glo luminescence, 60 min | Potency, µM (titrated, usually from 57.5 µM), inactives show top-dose activity change, negative = inhibition, actives largely listed as inhibitors | actives 0.043% (n = 380,000) | AID 602233; further: on the % scale 0 is the no-effect control and ±100 the full control effect; nearly all actives have a fitted effect of over 60% in size
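Luminescent ATP detection (Kinase-Glo Plus) follows a 60-minute room-temperature incubation, with wells lacking PGK as controls. Buffer: 100 mM TEA (pH 7.6), 5 mM MgCl2, 0.01% Tween-20. Coupling enzyme GAPDH (100 nM final) supplies unstable 1,3-BPG in-well.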
BLM inh: Bloom syndrome helicase (human) inhibition | P54132 | recombinant BLM DNA unwinding, fluorescence dequenching | Potency, µM (titrated, usually from 56.1 µM), without a hit: at the top dose activity change, negative = inhibition, actives largely listed as inhibitors | actives 0.2% (n = 350,000) | AID 2528;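 further: plate controls were vehicle for no effect and no enzyme for full effect; nearly all actives have a fitted effect of over 35% in size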
Pin1 inhibitor: blocks the human prolyl isomerase Pin1; Q13526; actives 0.009% (n = 390,000); AID 504891; Pin1 FP peptide displacement, HiFluor488, 10 min; Potency, µM (doses to about 115 µM), for the others: top-dose activity, negative = inhibition, usual class: inhibitors; active means well fitted inhibition curve with a large enough effect in the polarisation, with a control signal flat, not every such curve was filed as active; inconclusive means small, poorly fitted or top-dose-only effect, or effect the other way, or a change in a side signal; inactive means no such curve, though single readings can be large or run the other way; the % refers to the polarisation; further: on the % scale 0 is the no-effect control and ±100 the full control effect
Target sequence (Q13526 whole entry, looked up): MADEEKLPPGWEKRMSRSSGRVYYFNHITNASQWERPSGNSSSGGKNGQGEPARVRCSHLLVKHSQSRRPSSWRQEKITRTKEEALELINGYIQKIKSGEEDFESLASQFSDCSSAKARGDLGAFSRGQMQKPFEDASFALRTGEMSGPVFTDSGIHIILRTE
HP1b binding inh: blocks HP1-beta chromodomain binding to methylated histone tails; AlphaScreen HP1-beta / biotin-H3K9me3 peptide binding; AID 540317; actives 0.56% (n = 390,000); Potency, µM (titrated, usually from 114 µM), for the others: top-dose activity change, negative = inhibition, hits mostly inhibitors; further: nearly all actives have a fitted effect of over 70% in size; inactives centre near 23
Target sequence (P83916 whole entry, looked up): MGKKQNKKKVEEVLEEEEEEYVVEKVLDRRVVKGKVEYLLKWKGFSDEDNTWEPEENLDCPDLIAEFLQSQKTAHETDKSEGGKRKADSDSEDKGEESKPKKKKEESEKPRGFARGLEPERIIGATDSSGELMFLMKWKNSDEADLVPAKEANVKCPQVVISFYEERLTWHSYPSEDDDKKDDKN
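HP1-beta protein (50 nM final) preincubated 30 min at room temperature with biotinylated H3(1-18)K9me3 peptide (50 nM) in PBS pH 7.4, 0.01% Tween-20, then compound added for 30 min. AlphaScreen streptavidin donor/nickel chelate acceptor beads (10 ug/mL final), 30 min dark, luminescence read.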
Active calls of the source: *; i = inactive; ? = inconclusive; nt = not tested or not shown; [ ] = remark or other dose. Unless noted, the call rests on the fitted dose curve; in most records, active means well fitted curve in the direction sought with a large enough effect; inconclusive means small, poorly fitted or top-dose-only effect, or another doubt; inactive means no such curve, though single readings can be large; an effect the other way counts as inactive or inconclusive. Potency means the concentration at half of the fitted maximal effect.

no.	POLI inh	G9a block	JMJD2A Tudor inh	GLS inh	BAZ2B block	Tb PGK inh	BLM inh	Pin1 inhibitor	HP1b binding inh	Molecule
1	89.1µM*	0.2%[59 µM]	-19.4%	10.8%	25.6%	12.2%	-0.5%	0.6%	23.3%	CN(CC(=O)O)S(=O)(=O)c1cccs1
2	22.7%	-6.7%[59 µM]	-15.7%	8.8%	-19.0%	7.5%	-1.4%	38.4%[activator]	21.8%[57 µM]	CC(=O)c1cccc(Nc2c3c(nc4nc(-c5cccs5)nn24)CCCC3)c1
3	130.8%[activator]	-2.7%	1.3%	-15.5%	-5.5%	i	-3.9%	3.0%	30.5%	CCOc1ccc(N2C(=O)CN(c3cccc4ccccc34)C2=S)cc1
4	17.4%	nt	-12.9%	-2.6%	nt	-1.9%	nt	-2.2%	21.9%	O=C1C[C@@H]2c3c(cccc3CN1Cc1ccc(Cl)cc1)C[C@@H](O)[C@H]2O
5	6.8%	-0.6%[12.7 µM]	0.0%	1.3%	1.3%	nt	-12.8%	5.0%	30.3%[activator]	O=C(CC1CCCCC1)N1CCN(c2ccccn2)CC1
6	18.2%	75.6%[activator]	-8.9%	-0.9%	2.4%	-5.4%	-2.4%	-9.9%	29.0%	O=C(NCCCCc1ccccc1)Nc1ccc(F)cc1
7	15.5%	-42.7%	-4.9%	7.1%	0.5%	3.8%	0.7%	1.8%	49.2%[activator]	CCOC(=O)Cn1cc(C(=O)C2CC2)c2ccccc21
8	-1.4%	-6.7%[12.7 µM]	1.9%	0.3%	13.2%	-5.4%	nt	-1.5%	20.2%	Cc1cccc(OCCC(=O)OCc2csc(CC(=O)Nc3ccccc3C)n2)c1
9	143.5%[activator]	8.8%	-9.0%	3.5%	-16.9%	3.0%	-7.2%	0.2%	58.9%[activator]	Cc1ccc(-c2nc(-c3ccncc3)no2)cc1Cl
10	12.7%	18.0%[59 µM]	3.7%	-3.2%	2.3%	4.6%	2.5%	2.0%	38.2%	Cc1nc2ccccc2nc1OCC(=O)NCC(F)(F)F
11	71.6%[activator]	14.2%	-15.5%	1.0%	6.5%	-6.4%	-1.7%	2.3%	14.2%	COc1cccc(OC)c1C(=O)Nc1ccc2nc(C)c(C)nc2c1
12	169.9%[activator]	2.82µM*	11.2µM*	-20.1%	-10.1%	0.0%	1.8%	-0.8%	-4.8%	Cc1ccc(-n2c(-c3ccccc3)c[nH]c2=S)cc1
13	9.4%	19.3%[2.33 µM]	-8.4%	11.8%	8.3%	1.4%	nt	6.0%	44.5%[activator]	Cc1cccc(C)c1NC(=O)COC(=O)CN1C(=O)C2CCCCC2C1=O (configuration not stated)
14	13.7%	2.0%[59 µM]	-15.4%	1.8%	-3.0%	-6.7%	3.2%	-2.0%	51.8%[activator]	COc1ccc(CC(NC(C)=O)C(=O)N2CCN(C(=O)Nc3cccc(Cl)c3)CC2)cc1OC (configuration not stated)
15	117.1%[activator]	20.3%[59 µM]	2.1%	-4.6%	-0.7%	1.8%	-0.3%	0.4%	15.7%	CN(C)S(=O)(=O)c1ccc(N2CCCC2=O)c([N+](=O)[O-])c1
16	18.1%	14.9%[59 µM]	-14.2%	-5.3%	-8.7%	-7.1%	2.1%	8.5%	23.9%	CC(=O)N/C(=C\c1ccccc1)C(=O)OCC(=O)NC(C)C12CC3CC(CC(C3)C1)C2 (configuration not stated)
17	-4.8%	284.6%[activator]	126.9%[activator]	-0.5%	71.9%[activator]	-0.5%	-7.8%	5.9%	140.9%[activator]	Cc1nc(Sc2ccccc2)c(C#N)cc1-c1ccccc1
18	2.5%	?	-7.6%	3.0%	-1.5%	-7.9%	-9.8%	16.1%	26.9%	O=C(c1ccccc1)N1CCN(C(=O)c2nn3c(C(F)(F)F)cc(-c4ccco4)nc3c2Br)CC1
19	-7.7%	?	-20.8%	18.1%	-7.6%	i	-4.0%	-0.6%	14.9%	COc1ccccc1N1CCN(C(CNS(=O)(=O)c2ccccc2)c2cccnc2)CC1 (configuration not stated)
20	83.9%[activator]	-7.9%[0.501 µM]	-23.4%	5.5%	50.1µM*	i	-6.1%	-1.2%	11.0%	CCC(C(=O)Nc1nc(C)c(C)s1)c1ccccc1 (configuration not stated)
21	?	8.5%[59 µM]	-25.1%	-9.2%	1.8%	-8.2%	-8.1%	8.8%	22.6%	COc1ccc(C)cc1NC(=O)c1cc(S(=O)(=O)N2CCC(C)CC2)ccc1F
22	9.1%	9.0%[12.7 µM]	-10.7%	9.6%	-0.4%	8.0%	0.5%	-5.8%	52.4%[activator]	CS(=O)(=O)N1CCC(C(=O)NCc2ccc(F)cc2Cl)CC1
23	2.2%	10µM*	?	-18.6%	-0.4%	i	-8.0%	97.6%[activator]	?	O=C(Nc1cc(S(=O)(=O)Nc2ccc(Cl)cc2)ccc1N1CCCCC1)c1ccc(F)cc1
24	-11.0%	-3.5%	?	-2.4%	1.1%	-5.4%	nt	6.1%	-3.0%	CC(C)CCn1c(SCC(=O)NC2CCS(=O)(=O)C2)nc2cc(Cl)ccc2c1=O (configuration not stated)
25	36.7%[activator]	2.4%	-10.3%	-10.0%	13.4%	0.2%	nt	9.2%	21.5%	Cc1ccc(S(=O)(=O)N2CCN(C(=O)COC(=O)CCOc3cc(C)ccc3C)CC2)cc1

Further entries:
no.	POLI inh	G9a block	JMJD2A Tudor inh	GLS inh	BAZ2B block	Tb PGK inh	BLM inh	Pin1 inhibitor	HP1b binding inh	Molecule
26	0.2%	?	-9.4%[57.1 µM]	0.0%	-16.9%	-4.7%	18.3%	-0.1%	31.8%	CCN(CC)CCOc1nnc(-c2ccc(C)cc2)c2ccccc12
27	13.6%	nt	2.8%	19.4%	-2.9%	-6.6%	2.8%	-10.5%	6.2%	Cc1cc(C)n(CC(=O)N2CCCC(N3CCN(c4ccc(F)cc4)CC3)C2)n1 (configuration not stated)
28	-35.2%	nt	-16.0%	?	-2.3%	-1.9%	1.3%	0.8%	4.6%	CCn1c(=S)[nH]c2sc3c(c2c1=O)CCCC3
29	7.1%	nt	-2.7%	-2.3%	nt	i	nt	6.1%	64.3%[activator]	CNC(=O)c1cn2c3c(ccc(Cl)c3c1=O)OC(C)C2 (configuration not stated)
30	-8.5%	?	-0.8%	-1.3%	-2.0%	-7.2%	nt	-5.1%	33.7%	Cc1ccc(OCC(=O)N2CCC(C)CC2)c([N+](=O)[O-])n1
31	19.6%	79.4µM*	-9.7%	-3.2%	-4.0%	4.8%	1.4%	74.9%[activator]	31.1%	O=C1CN(c2nc3ccccc3n3cnnc23)CC(=O)N1CCc1ccccc1
32	96.9%[activator]	111.3%[activator]	117.2%[activator]	-0.7%	102.2%[activator]	-0.3%	-6.2%	-5.2%	124.9%[activator]	CCOC(=O)N1CCN=C1SCc1ccc(C(F)(F)F)cc1
33	49.2%[activator]	12.3%	-7.2%	13.6%	0.6%	1.3%	-2.8%	-9.8%	22.6%	CC1CN(C(=O)Nc2cccc(C(F)(F)F)c2)CC(C)O1 (configuration not stated)
34	9.8%	0.2%[0.0925 µM]	-10.3%	27.3%	7.8%	5.6%	-1.6%	-0.3%	26.6%	O=C1c2ccccc2C(=O)N1Nc1ccccc1
35	43.1%[activator]	14.1%[59 µM]	-26.6%	31.1%[activator]	-37.3%	-4.4%	-2.2%	-8.1%	6.5%	S=C1NCN(Cc2ccccc2)CN1C1CCCCC1
36	17.2%	?	-11.0%	13.7%	-12.8%	-1.4%	7.3%	-6.4%	32.5%	O=C(COC(=O)CCCOc1ccccc1)NNC(=O)c1ccc([N+](=O)[O-])cc1
37	18.3%	-4.4%[59 µM]	-13.7%	-6.4%	-1.9%	-1.0%	3.9%	-2.9%	-0.8%	COc1cn(CC(=O)Nc2cc(C)cc(C)c2)c(CN2CCCCC2)cc1=O
38	13.6%	4.4%[59 µM]	-7.9%	6.6%	-5.0%	6.1%	-2.0%	-3.5%	24.3%	O=C(c1cc2ccccc2oc1=O)N1CCN(Cc2ccc3c(c2)OCO3)CC1
39	5.6%	-2.8%[59 µM]	-15.0%	3.0%	-30.6%	7.6%	-2.1%	-2.7%	44.7%[activator]	CC1(C)Cc2nc3oc4c(NCc5ccccc5)ncnc4c3cc2CO1
40	0.8%	6.2%	-15.0%[57.1 µM]	0.8%	-5.5%	1.8%	-5.0%	8.5%	58.1%[activator]	COCCNC(=O)C(C)OC(=O)c1cc2sccc2n1C (configuration not stated)
41	29.0%	?	-1.0%	-20.2%	3.0%	-7.1%	-2.5%	2.7%	45.0%[activator]	Cc1ccc(NC(=O)C2=CC(c3ccc4c(c3)OCO4)=NS(=O)(=O)N2C)cc1

Part of the list above in order of SMILES length, rising.
no.	POLI inh	G9a block	JMJD2A Tudor inh	GLS inh	BAZ2B block	Tb PGK inh	BLM inh	Pin1 inhibitor	HP1b binding inh	Molecule
35	43.1%[activator]	14.1%[59 µM]	-26.6%	31.1%[activator]	-37.3%	-4.4%	-2.2%	-8.1%	6.5%	S=C1NCN(Cc2ccccc2)CN1C1CCCCC1
29	7.1%	nt	-2.7%	-2.3%	nt	i	nt	6.1%	64.3%[activator]	CNC(=O)c1cn2c3c(ccc(Cl)c3c1=O)OC(C)C2 (configuration not stated)
33	49.2%[activator]	12.3%	-7.2%	13.6%	0.6%	1.3%	-2.8%	-9.8%	22.6%	CC1CN(C(=O)Nc2cccc(C(F)(F)F)c2)CC(C)O1 (configuration not stated)

Structures from the list above that have an aryl thioether with sulfur outside any ring:
no.	POLI inh	G9a block	JMJD2A Tudor inh	GLS inh	BAZ2B block	Tb PGK inh	BLM inh	Pin1 inhibitor	HP1b binding inh	Molecule
17	-4.8%	284.6%[activator]	126.9%[activator]	-0.5%	71.9%[activator]	-0.5%	-7.8%	5.9%	140.9%[activator]	Cc1nc(Sc2ccccc2)c(C#N)cc1-c1ccccc1
24	-11.0%	-3.5%	?	-2.4%	1.1%	-5.4%	nt	6.1%	-3.0%	CC(C)CCn1c(SCC(=O)NC2CCS(=O)(=O)C2)nc2cc(Cl)ccc2c1=O (configuration not stated)

Screening data: PubChem BioAssay, National Center for Advancing Translational Sciences (NCATS)

A portion of the library, so the mix of outcomes need not match the whole.
